TRPC4 PAM: positive allosteric modulators of TRPC4, primary screen, cell-based, mouse TRPC4beta, HEK293 mu-opioid, Fluo-4 calcium. Short transient receptor potential channel 4 (Mus musculus), Q9QUQ5. DAMGO EC20, Fluo-4 Ca2+ flux; stronger effect = higher value. B-score at 10 µM. hit rate 0.42% among 310,000. AID 2227, 2009;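 active = B-score of calcium response area above 5 SD of library B-scores, with initial fluorescence ratio within 5 SD of library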;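 note: B-score of integrated fluorescence ratio over time as area under calcium response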
KCNQ1 inh: inhibitors of human KCNQ1 channel, primary screen, cell-based, thallium flux, high-throughput | AID 2642, 2010 | hit rate 1.3% among 310,000 | Potassium voltage-gated channel subfamily KQT member 1 (Homo sapiens), P51787 | CHO-K1 KCNQ1, FluxOR thallium flux fluorescence; stronger effect = higher value | B-score at 10 µM;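 active = compounds whose thallium flux B-score, printed positive for inhibition, exceeds three library SD while starting fluorescence stays within three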;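 note: channel opened by potassium depolarization with thallium stimulus after 20 min compound exposure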
TRPC4 agonist: activators of mouse TRPC4 channel, primary screen, Fluo4 calcium, HEK293 TRPC4beta/mu-opioid cells. hit rate 0.49% among 310,000. B-score at 10 µM. Short transient receptor potential channel 4 (Mus musculus), Q9QUQ5. AID 2237, 2010. Fluo4 calcium fluorescence; stronger effect = higher value;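 active = B-score above 5 SD of library B-scores, and initial fluorescence ratio not above library mean plus 5 SD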;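 note: positive B-score marks a calcium rise read as TRPC4 activation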
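Assay system – TRPC4beta and mu-opioid receptor HEK293 stable cells · Measured by – Fluo4 fluorescence, kinetic · Schedule – dye loading 45 min room temperature, 110 s kinetic read · Read-out – B-scored integrated calcium fluorescence ratio · Controls – buffer and maximal DAMGO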
hERG protect: hERG rescue from dofetilide block, primary screen, cell-based, CHO-hERG, FluxOR thallium flux, dofetilide IC70; Voltage-gated inwardly rectifying potassium channel KCNH2 (Homo sapiens), Q12809; dofetilide IC70 present; activation (rescue from dofetilide block), less the hit threshold, % at 10 µM; hit rate 0.51% among 310,000; AID 1511, 2009;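 active = activation above the mean of controls blocked by dofetilide plus 5 SD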;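 note: thallium influx through hERG after potassium depolarization seen as dye fluorescence rise; in these data hits start at about 4.7%; inactives centre near -7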
Target sequence (Q12809 whole entry, looked up): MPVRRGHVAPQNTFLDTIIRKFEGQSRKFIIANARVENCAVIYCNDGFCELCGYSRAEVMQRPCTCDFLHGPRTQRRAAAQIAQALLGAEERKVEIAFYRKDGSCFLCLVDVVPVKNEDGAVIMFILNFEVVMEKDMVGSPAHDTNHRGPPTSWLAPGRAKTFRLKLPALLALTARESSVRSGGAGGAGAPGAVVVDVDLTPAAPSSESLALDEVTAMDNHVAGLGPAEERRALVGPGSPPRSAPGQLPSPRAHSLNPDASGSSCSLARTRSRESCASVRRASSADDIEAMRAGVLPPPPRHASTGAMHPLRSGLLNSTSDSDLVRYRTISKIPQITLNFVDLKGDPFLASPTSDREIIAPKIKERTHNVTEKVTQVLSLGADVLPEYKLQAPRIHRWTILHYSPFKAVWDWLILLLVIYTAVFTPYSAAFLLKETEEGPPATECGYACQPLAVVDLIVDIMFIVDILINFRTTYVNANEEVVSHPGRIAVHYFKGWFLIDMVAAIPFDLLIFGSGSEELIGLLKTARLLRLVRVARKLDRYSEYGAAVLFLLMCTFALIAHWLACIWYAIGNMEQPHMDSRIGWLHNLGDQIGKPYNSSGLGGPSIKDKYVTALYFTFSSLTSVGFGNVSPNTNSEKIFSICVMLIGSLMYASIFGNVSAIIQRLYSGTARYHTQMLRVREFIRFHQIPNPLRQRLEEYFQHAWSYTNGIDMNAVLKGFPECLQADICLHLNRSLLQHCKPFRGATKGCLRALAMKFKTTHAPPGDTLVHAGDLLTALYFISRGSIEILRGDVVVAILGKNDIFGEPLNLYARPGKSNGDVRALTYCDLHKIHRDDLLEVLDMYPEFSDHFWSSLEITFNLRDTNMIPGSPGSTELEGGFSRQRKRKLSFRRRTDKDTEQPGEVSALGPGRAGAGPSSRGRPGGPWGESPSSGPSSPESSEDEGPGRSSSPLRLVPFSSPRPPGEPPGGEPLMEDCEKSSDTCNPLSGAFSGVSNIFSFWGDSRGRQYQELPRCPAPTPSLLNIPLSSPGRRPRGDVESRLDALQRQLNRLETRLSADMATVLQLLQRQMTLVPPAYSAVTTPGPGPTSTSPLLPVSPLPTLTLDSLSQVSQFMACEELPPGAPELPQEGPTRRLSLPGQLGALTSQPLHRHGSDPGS
KCNK3 inh: human KCNK3 channel inhibitors, primary screen, CHO cells, FluxOR thallium flux, B-score; hit rate 0.84% among 340,000; FluxOR fluorescence; stronger effect = lower value; Potassium channel subfamily K member 3 (Homo sapiens), O14649; B-score at 10 µM; AID 602410, 2012;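 active = B-score under library mean minus 4 SD, starting fluorescence ratio at most library mean plus 5 SD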;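 note: more negative B-score means stronger inhibition of thallium flux through KCNK3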
DYRK1A inh: rat Dyrk1A kinase inhibitors, primary screen, biochemical, single point, plate reader; Dual specificity tyrosine-phosphorylation-regulated kinase 1A (Rattus norvegicus), Q63470; ADP-Glo luminescence, NFATc1 peptide; inhibition, % at 12.5 µM; hit rate 0.43% among 310,000; AID 504441, 2011; in the data active = inhibition above about 50%;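 note: plate controls were vehicle with enzyme for no effect and no enzyme for full effect; many of its hits are not listed in these tables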
Platelet DG rel: inhibitors of platelet dense granule secretion, primary screen, cell-based, MLPCN, human platelets; hit rate 0.22% among 300,000; inhibition, %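 (compounds screened at 7.5 µM in platelet-rich plasma)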; human platelet-rich plasma, SFLLRN dense granule ATP release, luminescence;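 active = mean replicate score, as percent of positive control, at or above 50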
KCNQ1 pot: potentiators or activators of KCNQ1 channel, primary screen, cell-based, thallium flux, high-throughput. Potassium voltage-gated channel subfamily KQT member 1 (Homo sapiens), P51787. CHO-K1 KCNQ1, thallium flux FluxOR fluorescence; stronger effect = higher value. B-score at 10 µM. hit rate 0.35% among 310,000;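 active = fluorescence ratio B-score, a plate-corrected score, at least three library SD, with initial intensity B-score within 5 SD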
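Assay system: stable KCNQ1 CHO-K1 line; medium: assay buffer, equal DMSO in all wells; timing: 90 min dye loading and 20 min compound exposure, both at room temperature; technique: kinetic FluxOR thallium fluorescence, 10-s 1-Hz baseline, 110-s post-stimulus read; read-out basis: B score of baseline-normalized fluorescence ratio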
TRPC4 block: inhibitors of mouse TRPC4 channel, primary screen, Fluo4 calcium, HEK293 TRPC4beta/mu-opioid cells. DAMGO-evoked Fluo4 calcium flux; stronger effect = lower value. B-score at 10 µM. hit rate 0.39% among 300,000. Short transient receptor potential channel 4 (Mus musculus), Q9QUQ5;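 active = B-score over 3 SD under the library average, no early fluorescence shift, positive overall ratio signal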
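Material: HEK293 cells with stable TRPC4beta plus mu-opioid receptor expression / Probe or stimulus: DAMGO in two steps, submaximal then maximal / Compound: single concentration per test compound / Technique: kinetic Fluo4 fluorescence imaging of calcium influx / Read-out: per-well B score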
PolyA inhibitor: polyadenylation inhibitors in yeast reporter cells, primary screen, luminescence, S. cerevisiae; calls only at 12 µM; AID 1875, 2009; S. cerevisiae SKY197-pL101 polyadenylation reporter, beta-gal luminescence; efflux-impaired pdr1/pdr3 knockout yeast; score 100 = 6 SD above DMSO; hit rate 0.02% among 300,000;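 active = lowest replicate activity score at least 50, where 100 means six control SD above control mean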;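 note: yeast exposed to compound for 9 h at 30 °C; higher score means more reporter readthrough which indicates perturbed polyadenylation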
KCNK9 inh: KCNK9 potassium channel inhibitors, primary screen, HEK293 cells, thallium flux. hit rate 1.2% among 310,000. Potassium channel subfamily K member 9 (Homo sapiens), Q9NPC2. AID 488922, 2010. B-score at 10 µM. FluxOR thallium flux fluorescence; stronger effect = lower value;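 active = ratio B-score over 3 SD below the library mean, with starting fluorescence within 5 SD of its mean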;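 note: negative B-score means less thallium flux so channel inhibition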
The depositor's hits bear a star; i = inactive; / = no result given. The list is partial (hit frequency here may not be typical).

SMILES	TRPC4 PAM	KCNQ1 inh	TRPC4 agonist	hERG protect	KCNK3 inh	DYRK1A inh	Platelet DG rel	KCNQ1 pot	TRPC4 block	PolyA inhibitor	KCNK9 inh
Cc1ccc(CN(C(=O)C(F)(F)F)C(C(=O)NC2CCCCC2)c2ccco2)cc1 (centres undefined)	i	i	i	-5	i	-4	3	i	i	i	i
O=S(=O)(NCCCN1CCOCC1)c1ccc2c(c1)OCCO2	i	i	i	-4	i	-1	1	i	i	i	i
Cc1ccc(CC(=O)c2ccc(Cl)cc2)cc1	i	i	i	-7	i	2	-26	i	i	i	i
CCOc1c(Br)ccc2c1sc1nc[nH]c(=O)c12	i	i	i	-6	i	15	0	i	i	i	i
Nc1c(C(=O)NCCN2CCOCC2)c2nc3ccccc3nc2n1CCc1ccccc1F	i	i	i	-18	i	11	-17	i	i	i	i
Cc1cc2cc(OCC(=O)O)ccc2n1C	i	i	i	-12	i	-4	-2	i	i	i	i
Cc1ccc(C(=O)OCC(=O)N(C)c2c(N)n(Cc3ccccc3)c(=O)[nH]c2=O)s1	i	i	i	-13	i	12	2	i	i	i	i
COc1ccc(NCC(=O)N2CCCC2)cc1Cl	i	i	i	-4	i	-2	-1	i	i	i	i
Cn1cc(C(=O)Nc2ccc(Cl)c(Cl)c2)cn1	i	i	i	-6	i	13	9	i	i	i	i
NCCCC[C@H]1CNC(=O)C(=O)N1CCCCC1CCCCC1	i	i	i	-7	i	4	3	i	i	i	i
C/C(CC(=O)N1CCN(C=O)CC1)=N\NC(=O)c1ccc([N+](=O)[O-])cc1	i	i	i	-3	i	-1	-1	i	i	i	i
Cc1c(CC(=O)N[C@@H](C)C(=O)O)c(=O)oc2c(C)c3occ(-c4ccccc4)c3cc12	i	i	i	-6	i	3	-4	i	i	i	i
COc1ncccc1C(=O)N1CCCC(N2CCN(c3cccc(Cl)c3)CC2)C1 (centres undefined)	i	i	i	-9	i	9	-1	i	i	i	i
O=C(NC(=O)c1ccccc1)Nc1ccccn1	i	i	i	-12	i	39	82*	i	i	i	i
COc1ccc(CCNC(=S)Nc2cccc(C)c2C)cc1	i	i	i	-6	i	8	1	i	i	i	i
Cc1cc(Cl)ccc1OCC(=O)N(Cc1ccco1)C1CCS(=O)(=O)C1 (centres undefined)	i	i	i	-7	i	-2	-33	i	i	i	i
CN(C)CCCN1C(=O)CSC1c1ccccc1 (centres undefined)	i	i	i	-12	i	4	-2	i	i	i	i
COc1cccc(N2CCN(C(=O)CCc3nnc4ccc(N5CCOCC5)nn34)CC2)c1	i	i	i	-8	i	-5	-3	i	i	i	i
Cc1ccc(C(C(=O)NCc2ccco2)N(C(=O)CNC(=O)c2cccs2)c2ccc(C)cc2C)cc1 (centres undefined)	i	i	i	-3	i	/	-4	i	i	i	i
CCCCNC(=S)Nc1ccc(Oc2ccccc2)cc1	i	6*	i	-22	-9.7*	0	-10	i	i	i	-7.5*
CC(C)(C)NC(=S)Nc1cccc(C(F)(F)F)c1	i	i	i	-11	i	-1	-17	i	i	i	i
CCOC(=O)C1=C(C)OC(N)=C(C#N)C1c1ccc(OC)c(C)c1OC (centres undefined)	i	i	i	-12	i	-6	-3	i	i	/	i
O=C(c1nn2c(C(F)(F)F)cc(-c3cccs3)nc2c1Cl)N1CCCc2ccccc21	i	i	i	-2	i	-5	0	i	i	i	i
Cc1ccc(C(=O)NC(=S)Nn2cnnc2)cc1	i	i	i	-8	i	/	19	i	i	i	i
N#Cc1c(NC(=O)COC(=O)c2ccc(S(=O)(=O)N3CCCC3)cc2)sc2c1CCCCC2	i	i	i	-16	i	2	-5	i	i	i	i
Cc1ccc(NC(=O)C(=O)Nc2ccccn2)cc1	i	i	i	-5	i	2	10	i	i	i	i
CCOC(=O)Cc1nnc(NC(=O)c2ccco2)s1	i	i	i	-8	i	1	-8	i	i	i	i
CNCc1c(OCc2ccc(F)cc2)ccc2ccccc12	i	i	i	-19	i	-14	5	i	i	i	i
CSc1ncccc1C(=O)OCC(=O)NCc1ccc2c(c1)OCO2	i	i	i	-3	i	0	-13	i	i	i	i
Cc1ccc(-c2nc(SCC(=O)NCC3CCCO3)c(-c3ccc(C)cc3)[nH]2)cc1 (centres undefined)	i	i	i	-11	i	1	4	i	i	i	i
O=C(c1ccc2ccccc2c1)N1CCN(c2ccc(O)cc2)CC1	i	i	i	-18	i	5	1	i	i	i	i
COc1cc(Br)c(S(=O)(=O)Nc2c(C)n(C)n(-c3ccccc3)c2=O)cc1OC	i	i	i	-4	i	1	-4	i	i	i	i
CC(C(=O)N1CCc2ccccc21)N1CCN(c2cccc(C(F)(F)F)c2)CC1 (centres undefined)	i	i	i	-10	i	-3	-1	i	i	i	i
O=C(NC1CCCCC1)C(c1cccs1)N(Cc1cccs1)C(=O)c1cccs1 (centres undefined)	i	8*	i	-12	i	0	/	i	i	i	i
O=C(NCc1cccc(C(F)(F)F)c1)C1CC(c2ccccc2F)=NO1 (centres undefined)	i	i	i	-3	i	2	-1	i	i	i	i
NS(=O)(=O)c1ccc(CCNC(=O)C(=O)Nc2cc3c4c(c2)CC(=O)N4CCC3)cc1	i	i	i	-8	i	-8	-7	i	i	i	i
CCOC(=O)C(CC)n1cnc2c(nnn2-c2ccc(OC)cc2)c1=O (centres undefined)	i	i	i	-12	i	-1	4	i	i	i	i
Cc1ccc(S(=O)(=O)N(C)Cc2ccc(C(=O)NN=C(CC(C)C)CC(C)C)cc2)cc1	i	i	i	-6	i	-1	-1	i	i	i	i
C/C(CC(=O)Nc1cc(C)ccn1)=N\NC(=O)C(=O)Nc1cccc(C)c1	i	i	i	1	i	1	23	i	i	i	i
O=C(O)C1CCCN1C(=O)C12CC3CC(CC(C3)C1)C2 (centres undefined)	i	i	i	-3	i	0	-4	i	i	i	i
COc1ccc(NC(=O)CN2C(=O)CSc3ncccc32)cc1	i	i	i	-5	i	-7	-4	i	i	i	i
COc1cccc(NC(=O)Nc2cccc(C)n2)c1	i	i	i	-6	i	2	0	i	i	i	i
CN(C(=O)CSc1nnc(-c2ccc(OC(F)F)cc2)n1N)C1CCS(=O)(=O)C1 (centres undefined)	i	i	i	-16	i	10	-5	i	i	i	i
NS(=O)(=O)c1cccc(NS(=O)(=O)c2ccc(/C=C/C(=O)O)cc2)c1	i	i	i	-8	i	18	17	i	i	i	i
CCOc1cc(NC(=O)c2ccco2)c(OCC)cc1NC(=O)c1cc(OC)c(OC)c(OC)c1	i	i	i	-11	i	-1	3	i	i	i	i

Reprinted at random: 2 entries already listed.
SMILES	TRPC4 PAM	KCNQ1 inh	TRPC4 agonist	hERG protect	KCNK3 inh	DYRK1A inh	Platelet DG rel	KCNQ1 pot	TRPC4 block	PolyA inhibitor	KCNK9 inh
COc1cc(Br)c(S(=O)(=O)Nc2c(C)n(C)n(-c3ccccc3)c2=O)cc1OC	i	i	i	-4	i	1	-4	i	i	i	i
O=C(NC1CCCCC1)C(c1cccs1)N(Cc1cccs1)C(=O)c1cccs1 (centres undefined)	i	8*	i	-12	i	0	/	i	i	i	i

Following part
SMILES	TRPC4 PAM	KCNQ1 inh	TRPC4 agonist	hERG protect	KCNK3 inh	DYRK1A inh	Platelet DG rel	KCNQ1 pot	TRPC4 block	PolyA inhibitor	KCNK9 inh
Nc1ccccc1OCCOCCOc1ccccc1N	i	i	i	-11	i	-4	1	i	i	i	i
Cc1ccc(S(=O)(=O)N2CCC(C(=O)NCCCN3CCCC3=O)CC2)cc1C	i	i	i	-8	i	2	-4	i	i	i	i
O=S(=O)(Nc1ccc(-n2cccc2)cc1)c1ccc(Cl)c(Cl)c1	i	10*	i	-13	i	/	/	i	i	i	i
CC(/C=N\Nc1nnc2c(n1)[nH]c1c(C)cccc12)=C\c1ccco1	i	i	i	-8	i	5	-2	i	i	i	i
COc1ccc(C(O)P(=O)(OC(C)C)OC(C)C)cc1OC (centres undefined)	i	i	i	-14	i	-13	5	i	i	i	i
CCOC(=O)C1(Cc2ccc(Cl)cc2)CCN(C(=O)CCc2ccncc2)CC1	i	i	i	-8	i	-4	2	i	i	i	i
CC(C)N1CCN(Cc2nc(-c3ccccc3)cs2)CC1CCO (centres undefined)	i	i	i	-6	i	1	2	i	i	i	i
CCn1c(SCC(=O)N(C)C)nc2cc(S(=O)(=O)N3CCCCC3)ccc21	i	i	i	-9	i	1	-16	i	i	i	i
Cc1cccc([C@@H]2[C@@H]3C(=O)N(Cc4ccccc4)C(=O)[C@@H]3[C@]3(C)C(=O)N(c4ccc(Br)cc4)C(=O)N23)c1	i	i	i	-12	i	-8	-3	i	i	i	i
CC(Oc1ccccc1F)C(=O)NCCN1CCCCC1 (centres undefined)	i	i	i	0	i	0	9	i	i	i	i
Cn1cnc([N+](=O)[O-])c1SCC(O)CN1CCCCC1 (centres undefined)	i	i	i	-3	i	1	-1	i	i	i	i
O=C(Nc1ccc(N2CCN(C(=O)c3ccco3)CC2)cc1)C(c1ccccc1)c1ccccc1	i	i	i	-16	i	3	5	i	i	i	i
CCOC(=O)C1Cn2c(nc3c(c2=O)C(C)(C)Cc2ccccc2-3)S1 (centres undefined)	i	i	i	-6	i	-7	3	i	i	i	i
Cc1ccc(S(=O)(=O)CCC(=O)N(C)c2c(N)n(Cc3ccccc3)c(=O)[nH]c2=O)cc1	i	i	i	-9	i	12	-3	i	i	i	i
N=c1c2c3c(sc2ncn1CCCN1CCOCC1)CCCCC3	i	i	i	-15	i	6	3	i	i	i	i
COc1ccc(Cc2nc3ccc(C(=O)NCc4cc(C)no4)cc3o2)cc1	i	i	i	-7	i	1	7	i	i	i	i
